BH1578 lux ind = inducers of Vibrio cholerae quorum light production without autoinducers, primary screen, BH1578 luxS cqsA deficient, single point; V. cholerae BH1578 lux reporter, luminescence, 6 h; AID 588436, 2011; activation, % at 18.7 µM; 350,000 compounds, 0.16% hits; in the data active means activation mostly above about 9.7%, no sharp cut-off; further: not every result past the cut was called active; inactives centre near 0; reference of the scale not given here
VHR inh abs = VHR1 phosphatase inhibitors, primary screen, biochemical, absorbance, uHTS; Dual specificity protein phosphatase 3 (Homo sapiens), P51452; inhibition, % at 13.3 µM; recombinant VHR phosphatase, pNPP absorbance; 290,000 compounds, 0.52% hits; in the data active means inhibition above about 50%; further: some compounds called inactive have numbers as strong as hits
Target sequence (P51452 whole entry, looked up): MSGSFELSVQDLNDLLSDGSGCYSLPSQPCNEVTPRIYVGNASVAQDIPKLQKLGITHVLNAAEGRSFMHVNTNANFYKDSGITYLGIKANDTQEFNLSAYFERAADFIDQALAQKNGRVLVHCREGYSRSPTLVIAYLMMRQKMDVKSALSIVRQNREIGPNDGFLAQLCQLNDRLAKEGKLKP
TcdB GH inh = TcdB glycohydrolase inhibitors, primary screen, biochemical, single point, plate reader | Toxin B (Clostridioides difficile), P18177 | TcdB glycohydrolase enzymatic assay | inhibition, % at 9.99 µM | 350,000 compounds, 0.24% hits; in the data active means inhibition above about 10%
SSB-PriA inh = inhibitors of Klebsiella pneumoniae PriA binding to SSB C-terminal tail, primary screen, biochemical, AlphaScreen | PriA–SSB C-terminal tail interaction (Klebsiella pneumoniae) | 430,000 compounds, 0.6% hits | AlphaScreen SSBct-PriA binding, biotinylated peptide | AID 1272365, 2023 | inhibition, % at 33 µM; in the data active means inhibition mostly above about 37%, no sharp cut-off; inactive means mostly below about 20%;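 further: plate controls were negative control peptide for no effect and reference peptide for full effect; strong numbers were not always called active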
Y pestis TopoI = Yersinia pestis topoisomerase I inhibitors, primary screen, biochemical, cleavage product accumulation, plate reader, single point | Y. pestis Topo-I cleavage product accumulation | 360,000 compounds, 0.064% hits | AID 504884, 2011 | activity, % at 10 µM | DNA topoisomerase I (Yersinia pestis CO92); in the data active means activity above about 50%, passing the limit was not always enough; further: inactives centre near 2
Rv3671c protease = Rv3671c serine protease inhibitors, primary screen, biochemical, fluorescence polarization, M. tuberculosis H37Rv; inhibition, % at 5.96 µM; AID 2606, 2010; 320,000 compounds, 0.048% hits; P9WHR9; in the data active means inhibition above about 38%;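 further: extracellular domain of Rv3671c used as enzyme; 0% = enzyme with DMSO and 100% = no enzyme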
Target sequence (P9WHR9 whole entry, looked up, the tested form may be a part): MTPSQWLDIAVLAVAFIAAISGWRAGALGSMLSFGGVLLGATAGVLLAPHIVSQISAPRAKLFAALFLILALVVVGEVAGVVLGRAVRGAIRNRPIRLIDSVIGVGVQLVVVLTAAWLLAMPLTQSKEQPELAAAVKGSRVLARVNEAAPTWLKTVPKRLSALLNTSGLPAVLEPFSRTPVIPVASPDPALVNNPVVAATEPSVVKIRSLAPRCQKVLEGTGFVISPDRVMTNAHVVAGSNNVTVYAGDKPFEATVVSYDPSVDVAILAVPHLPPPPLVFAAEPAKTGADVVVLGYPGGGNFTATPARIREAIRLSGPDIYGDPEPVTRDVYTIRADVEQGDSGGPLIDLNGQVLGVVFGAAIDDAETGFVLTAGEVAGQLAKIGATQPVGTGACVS
PrPC TRFRET = inhibitors of human cell surface prion protein PrPC, primary screen, cell-based, TR-FRET; 370,000 compounds, 0.43% hits; TR-FRET read-out; inhibition, % at 13.8 µM; in the data active means inhibition above about 24%; further: 0% = median of the test wells and 100% = reference compound wells
3CLpro inhibitor = SARS-CoV 3CLpro protease inhibitors, primary screen, biochemical, quenched FRET; recombinant SARS-CoV 3CLpro, quenched FRET peptide cleavage; inhibition, % at 6 µM; 290,000 compounds, 0.14% hits; AID 1706, 2009; in the data active means inhibition above about 12%
CCHFV vOTU inh = CCHFV vOTU protease inhibitors, primary screen, biochemical, Pep-AMC substrate, fluorescence; inhibition, % at 11.5 µM; AID 651958, 2012; 370,000 compounds, 0.55% hits; in the data active means inhibition above about 30%; further: 0% = vehicle wells with enzyme and 100% = no enzyme wells
MazEF act = activators of E. coli MazEF toxin-antitoxin RNase, primary screen, biochemical, fluorescence, uHTS; Endoribonuclease toxin MazF (Escherichia coli (strain K12)), P0AE70; FAM/BHQ RNA-DNA oligo cleavage fluorescence, 5 h; activation, % at 20 µM; 350,000 compounds, 0.32% hits; AID 504720, 2011; in the data active means activation above about 50%
Target sequence (P0AE70 whole entry, looked up): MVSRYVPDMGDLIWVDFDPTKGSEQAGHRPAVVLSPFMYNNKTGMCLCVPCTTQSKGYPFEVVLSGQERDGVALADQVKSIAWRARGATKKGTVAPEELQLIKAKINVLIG
* = called active by the depositor; i = inactive; x = no result given; & = joins results of further samples. A portion of the library. The share of hits here may be higher or lower than overall.

SMILES	BH1578 lux ind	VHR inh abs	TcdB GH inh	SSB-PriA inh	Y pestis TopoI	Rv3671c protease	PrPC TRFRET	3CLpro inhibitor	CCHFV vOTU inh	MazEF act
COc1cccc(NC(=O)CN(C)C(=O)c2ccc(-c3ccc(Cl)cc3)o2)c1	-1.4	x	0.4	1	41	-1	3	x	6	-5
Cc1ccc(S(=O)(=O)N/N=C/c2ccc(C#N)cc2)cc1	-0.5	-3	0.5	x	-2	-4	1	-1	0	18
COCCN(CCOC)Cc1c(O)ccc2c1O/C(=C\c1ccco1)C2=O	0.8	38	0.8	-19	8	-3	-12	-1	-3	-384
Nc1cc(=O)[nH]c(SCc2cccc3ccccc23)n1	0.6	-11	1.3	-1	3	-15	6	1	-8	-17
CCc1nnc(NC(=O)CSc2nnc(-c3c[nH]c4ccccc34)n2C)s1	-2.9	21	x	-4	7	2	1	1	-12	-5
O=C(N/N=C/c1cccnc1)c1cc2ccccc2o1	-0.3	-10	0.9	x	-1	-6	-8	2	1	6
CN(Cc1ccccc1N1CCCC1)C(=O)c1cc2cc(Cl)ccc2o1	i	x	0.9	5	35	2	9	x	-10	0
O=C(c1ccccc1F)N1CCN=C1SCc1cccnc1	-0.4	4	0.7	-5&11	0	9	-4	4	-3	9
CCN(CC)CCC(c1ccc(OC)cc1)c1c(O)cc(OC)cc1OC (configuration not stated)	i	-1	1.7	3	-21	-4	1	x	6	9
CC(C)c1cc(C(=O)O)n(-c2ccccc2)n1	i	19	2.4	-13	-6	-2	6	2	-11	-12
Cc1cc(C(F)(F)F)c(C#N)c(N2CCOCC2)n1	5.6	10	x	8	-4	-1	3	-3	10	-1
CCOc1ccc(NC(=O)CSc2nc3ccsc3c(=O)n2CCC(=O)O)cc1	0.5	4	0.2	-3	3	6	4	2	-3	0
N#CC1(NC(=O)CSc2ccccn2)CCCCC1	i	x	0.5	26	1	4	4	x	-6	6
Cc1ccc2occ(/C=C/C(=O)c3ccccc3O)c(=O)c2c1	-0.5	27	x	-2	-1	-3	-2	2	10	42
CCc1nn2c(=O)cc(CSc3nc(C)cc(=O)[nH]3)nc2s1	-0.4	8	-0.6	-9	-5	4	10	1	6	1
O=C(Nc1ccc(C(=O)O)cc1)Nc1cccc([N+](=O)[O-])c1	-0.2	-13	-0.1	-5	-3	-6	-16	9	-5	10
Cc1ccc2c(c1)nnn2C1CCN(S(=O)(=O)c2ccc(C(=O)N3CC(C)CC(C)C3)cc2)CC1 (configuration not stated)	i	20	x	-7	0	-3	6	-2	7	2
Cc1ccc(NC(=O)Nc2ccccc2F)cc1S(=O)(=O)N1CCOCC1	-0.3	x	2.3	6	-12	-27	14	x	-6	5
CCN(c1cccc(C)c1)C(C(=O)Nc1ccc(OC)cc1)c1cc2c(cc1[N+](=O)[O-])OCO2 (configuration not stated)	-0.3	-2	x	40*	11	6	6	7	8	7
CCCn1c(CN2CCN(C(=O)OCC)CC2)nc2c1c(=O)n(C)c(=O)n2C	-0.3	12	1.3	-3	-10	7	1	7	4	16
CCOC(=O)CSc1ccc(C(=O)Nc2ccc(OC)cc2)cn1	-1.2	13	2.9	8	-9	-8	7	-3	9	-7
O=C(N=C1SC2CS(=O)(=O)CC2N1c1cc(Cl)ccc1Cl)C1CC1 (configuration not stated)	-0.3	0	-0.8	-10	-6	-7	4	2	0	5
Cc1ccc(C(C(=O)NC2CCCC2)N(C(=O)c2csnn2)c2ccccc2)o1 (configuration not stated)	i	-15	0.7	-15	-7	1	4	2	2	5
CCOC(=O)CSc1nc(Nc2ccc3c(c2)OCO3)c2ccccc2n1	-0.2	23	x	8	-1	-5	-7	3	-1	-3
Clc1ccc(CN=C(Nc2ccccc2)NC2CCCCC2)cc1	-0.4	8	1.5	-3	16	7	0	2	-2	26

Exported with each value named: entries from further up.
CCc1nnc(NC(=O)CSc2nnc(-c3c[nH]c4ccccc34)n2C)s1
  BH1578 lux ind: -2.9
  VHR inh abs: 21
  TcdB GH inh: x
  SSB-PriA inh: -4
  Y pestis TopoI: 7
  Rv3671c protease: 2
  PrPC TRFRET: 1
  3CLpro inhibitor: 1
  CCHFV vOTU inh: -12
  MazEF act: -5
CCc1nn2c(=O)cc(CSc3nc(C)cc(=O)[nH]3)nc2s1
  BH1578 lux ind: -0.4
  VHR inh abs: 8
  TcdB GH inh: -0.6
  SSB-PriA inh: -9
  Y pestis TopoI: -5
  Rv3671c protease: 4
  PrPC TRFRET: 10
  3CLpro inhibitor: 1
  CCHFV vOTU inh: 6
  MazEF act: 1
CCN(CC)CCC(c1ccc(OC)cc1)c1c(O)cc(OC)cc1OC (configuration not stated)
  BH1578 lux ind: i
  VHR inh abs: -1
  TcdB GH inh: 1.7
  SSB-PriA inh: 3
  Y pestis TopoI: -21
  Rv3671c protease: -4
  PrPC TRFRET: 1
  3CLpro inhibitor: x
  CCHFV vOTU inh: 6
  MazEF act: 9
Cc1ccc2c(c1)nnn2C1CCN(S(=O)(=O)c2ccc(C(=O)N3CC(C)CC(C)C3)cc2)CC1 (configuration not stated)
  BH1578 lux ind: i
  VHR inh abs: 20
  TcdB GH inh: x
  SSB-PriA inh: -7
  Y pestis TopoI: 0
  Rv3671c protease: -3
  PrPC TRFRET: 6
  3CLpro inhibitor: -2
  CCHFV vOTU inh: 7
  MazEF act: 2

Compounds above with an NH in an aromatic ring (three):
SMILES	BH1578 lux ind	VHR inh abs	TcdB GH inh	SSB-PriA inh	Y pestis TopoI	Rv3671c protease	PrPC TRFRET	3CLpro inhibitor	CCHFV vOTU inh	MazEF act
Nc1cc(=O)[nH]c(SCc2cccc3ccccc23)n1	0.6	-11	1.3	-1	3	-15	6	1	-8	-17
CCc1nnc(NC(=O)CSc2nnc(-c3c[nH]c4ccccc34)n2C)s1	-2.9	21	x	-4	7	2	1	1	-12	-5
CCc1nn2c(=O)cc(CSc3nc(C)cc(=O)[nH]3)nc2s1	-0.4	8	-0.6	-9	-5	4	10	1	6	1

More records:
SMILES	BH1578 lux ind	VHR inh abs	TcdB GH inh	SSB-PriA inh	Y pestis TopoI	Rv3671c protease	PrPC TRFRET	3CLpro inhibitor	CCHFV vOTU inh	MazEF act
O=S(=O)(c1ccc(Br)s1)N1CCN(CCc2ccccc2)CC1	-1.5	x	0.7	-19	7	6	-5	x	-7	-22
CCOC(=O)C1=C(C)Nc2sc(C(=O)c3ccc(OC)cc3)c(N)c2C1c1ccc(C(=O)OC)cc1 (configuration not stated)	-0.4	-1	0.6	-43	3	-17	4	3	12	4
O=C(O)CC(CC(=O)Nc1nncs1)c1ccccc1 (configuration not stated)	i	4	x	-5	-5	7	-6	3	-49	5
Cc1nc(Nc2cc(F)ccc2C)c2nnn(Cc3ccccc3)c2n1	-0.3	1	3.1	-9	-20	-3	7	-3	-6	6
O=C(COC(=O)/C=C/c1cccc(F)c1)NC1CCCCC1	-1.2	x	0.8	x	1	x	2	x	-15	5
COc1ccc(OC)c(NC(=O)c2ccc(CN(c3cc(Cl)ccc3C)S(=O)(=O)c3ccccc3)cc2)c1	i	14	x	-2	4	-4	-3	2	8	1
Cc1ccccc1N(CC(=O)NCCc1ccccc1)C(=O)c1ccc(N2CCCC2)nc1	-7.7	28	x	0	2	-8	-3	-7	9	6
COCCNC(=O)C1(C)CCCN(C(=O)c2ccc3snnc3c2)C1 (configuration not stated)	-0.5	x	0.5	x	5	x	-7	x	6	x
Cc1ccnc(NC(=O)C2CC(=O)N(Cc3ccccc3)C2)c1 (configuration not stated)	i	x	0.6	0	7	2	0	x	7	5
O=c1c[n+]([O-])c2ccccc2n1OCc1c(F)cccc1F	i	33	x	-15	6	2	-10	-3	-1	5
O=C(/C=C/c1ccccc1)c1ccc(NC2=NCCCS2)cc1	-0.3	2	-0.2	10	2	-13	2	-1	3	-4
C/C(=N\OCC(=O)Nc1ccc(F)c(F)c1F)c1cc2ccccc2o1	-0.2	-12	x	x	-10	-7	0	-2	9	1
CCOc1cc(N2CCOCC2)c(OCC)cc1NC(=O)CSc1nc(N)cc(=O)[nH]1	i	x	-0.9	0	-4	-3	-6	x	-4	5
O=c1[nH]n2c(=O)c3c([nH]c2c1N=Nc1cccc(C(F)(F)F)c1)CCCC3	-0.3	-10	x	13	26	3	-15	4	44*	-3
CC(c1nc2scc(-c3ccccc3)c2c(=O)[nH]1)N1CCN(CC(=O)NC2CC2)CC1 (configuration not stated)	1.9	x	0.1	-1	20	x	-7	x	-5	-7
Cc1ccc(SCC(=O)OC(C)C(=O)NCc2ccccc2)cc1C (configuration not stated)	i	x	-0.8	-25	19	2	5	x	-1	6
CNC(=O)NC(=O)CN1C(=O)NC2(CCOc3ccccc32)C1=O (configuration not stated)	-0.6	-15	0.3	6	2	-1	-7	-4	7	9
O=C1CC(SC2=NCCS2)C(=O)N1c1ccc(Br)cc1 (configuration not stated)	-0.7	-13	-0.4	-4	-8	14	3	11	-11	-2
CC1CCC(C(O)(C(=O)c2ccccc2)c2ccccc2)C(=O)C1 (configuration not stated)	-2.6	x	1.0	x	18	x	4	x	13	-1
Cc1cc(C)c(NC(=O)CSc2nc3c(c(=O)n2C)SC(C)C3)c(C)c1 (configuration not stated)	-0.1	24	0.2	-5	3	3	-7	-1	10	6
Cn1c(C(=O)N[C@@H](Cc2ccccc2)C(=O)O)cc2cc(Cl)ccc21	i	63	0.6	-5	-6	0	11	4	4	-19
Cc1ccc(N(CC(=O)NCCc2ccccc2)C(=O)CCC(=O)Nc2cc(C)ccn2)cc1	-0.2	14	0.9	0	20	-8	1	2	4	5
O=C(NC1CCS(=O)(=O)C1)c1ccc2c(c1)OCO2 (configuration not stated)	i	x	-0.6	2&-4	-5	-7	-8	x	6	-3
O=C(CN1CCN(c2cccc(C(F)(F)F)c2)CC1)N(C1CCCC1)C1CCS(=O)(=O)C1 (configuration not stated)	-0.3	x	1.5	5	19	-10	5	x	-6	-2
Cc1cc(C(=O)NCCCn2ccnc2)cs1	-2.2	17	x	0	-7	-6	-1	-4	-8	-1
Going on with the list.
SMILES	BH1578 lux ind	VHR inh abs	TcdB GH inh	SSB-PriA inh	Y pestis TopoI	Rv3671c protease	PrPC TRFRET	3CLpro inhibitor	CCHFV vOTU inh	MazEF act
CSc1nc2ccccc2n1C(=O)Oc1ccccc1	-6.2	4	x	-15	13	2	-4	5	-3	2
CS(=O)(=O)NN1C(=O)c2ccccc2NC1c1ccccc1F (configuration not stated)	i	61	1.0	1	-2	-1	-6	-3	-58	2
COc1ccc(NC(=O)COC(=O)CCCOc2ccc(Cl)cc2Cl)cc1	-0.3	19	5.2	-6	9	-9	5	0	12	-20
COc1ccccc1CC(=O)Nc1ccc(Cl)cc1C(=O)O	-0.7	18	3.2	-3	2	-17	-3	3	9	3
O=C(O)c1cccc(Nc2ccc([N+](=O)[O-])cn2)c1	i	-24	2.4	-15	1	3	-18	-4	-5	-28
Cc1ccc(NC(=O)Nc2ccon2)cc1	0.8	-4	0.3	-10	-17	x	-1	2	-7	-1

Source: PubChem BioAssay
